Compound activity (PubChem)
FLuc act counter – affects firefly luciferase, flagging false hits in luciferase stimulation screens | AID 1027 | ATPlite luciferase biochemical, luminescence, 10 min; 0 = ATP-free wells, 1 = DMSO control | P08659 | 200,000 tested, under 10 active | activation factor at 10 µM;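 active = luciferase activation factor, scaled between plate controls, of at least 2 with compound at 10 µM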
Target sequence (P08659 whole entry, looked up): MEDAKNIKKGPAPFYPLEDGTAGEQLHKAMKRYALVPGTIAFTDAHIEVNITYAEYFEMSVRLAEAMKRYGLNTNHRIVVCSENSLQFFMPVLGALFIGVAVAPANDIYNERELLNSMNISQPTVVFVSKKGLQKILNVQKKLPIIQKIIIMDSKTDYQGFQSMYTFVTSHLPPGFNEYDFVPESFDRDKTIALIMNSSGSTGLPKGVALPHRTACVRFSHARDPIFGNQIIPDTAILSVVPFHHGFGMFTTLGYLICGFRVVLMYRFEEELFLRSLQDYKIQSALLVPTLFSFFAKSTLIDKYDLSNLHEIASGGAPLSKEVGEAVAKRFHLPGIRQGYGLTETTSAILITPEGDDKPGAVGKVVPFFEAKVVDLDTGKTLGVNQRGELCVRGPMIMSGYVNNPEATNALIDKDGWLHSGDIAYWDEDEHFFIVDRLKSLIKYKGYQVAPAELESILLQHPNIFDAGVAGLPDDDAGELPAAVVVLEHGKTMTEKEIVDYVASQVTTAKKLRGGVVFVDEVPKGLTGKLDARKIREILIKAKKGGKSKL
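Assay system: Luciferase/luciferin detection reagent, cell-free biochemical luciferase assay / Also added: ATP substrate / Schedule: 10 min at ambient temperature / Measured by: luminescence measurement of luciferase light output / Benchmarks: low control with PBS replacing ATP, high control enzyme plus ATP without compound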
bIAP activator – intestinal alkaline phosphatase (bovine) activation. purified bovine IAP, CDP-star luminescence, 30 min; active compounds read high; fold of DMSO-control signal, blank-subtracted. activation factor at 20 µM. 0.17% of 200,000 active. AID 1016;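 active = activation factor of 2 or more at 20 µM, a signal rise over negative controls twice the positive control's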
TNAP inh no acc – blocks human TNAP activity with no phosphate acceptor present. P05186. purified TNAP, CDP-star luminescence, 30 min. inhibition, % at 20 µM. 0.26% of 200,000 active. AID 1012;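 active = tissue-nonspecific alkaline phosphatase inhibition above about 50% at 20 µM in the single-dose screen, limit read from the data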;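 also: 0% = DMSO negative control and 100% = EDTA positive control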
TNAP act hiacc – activators of human TNAP at high phosphate acceptor concentration; P05186; purified TNAP, CDP-star luminescence, 1 M DEA, 30 min; active compounds read high; 0 = EDTA background, 1 = DMSO-only activity; activation factor at 20 µM; 200,000 tested, under 10 active; AID 1136;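 active = activation factor at least 2 at 20 µM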
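Control set: EDTA negative control, DMSO positive control / Assay system: human TNAP / Quantity: TNAP 1/800 final / Evaluation: TNAP activation factor scaled between EDTA and DMSO control wells / Measured by: luminescent substrate turnover signal / Compound dosing: one dose, 20 µM / Times: 30 min enzyme reaction at room temperature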
FLuc inhib CS – inhibits firefly luciferase, flagging false hits in luciferase inhibition screens; P08659; ATPLite firefly luciferase biochemical luminescence, 10 min; inhibition, % at 10 µM; 1.5% of 200,000 active; AID 1006;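 active = inhibition above about 50% when tested at 10 µM, limit read from the data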
NF-kB neuron act – NF-kB expression increase, human neuronal cells; NF-kB reporter expression; active compounds read high; fold change at 12.5 µM; 1.6% of 190,000 active; in the data active = fold change above about 3.3
APP 5'UTR act – APP 5'UTR luciferase reporter activation | activation, % at 2 µM | SH-SY5Y APP 5'UTR luciferase reporter, luminescence; zero percent = DMSO vehicle wells | 1% of 190,000 active;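 active = activation above a set limit, based on mean plus 3 SD of controls, cut at about 140% in these data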; also: values of inactives mirror those of a sister screen read the other way
PMI act hi M6P – increases human PMI activity with near-saturating mannose 6-phosphate. P34949. coupled PMI enzyme assay, resazurin fluorescence, 20 min; active compounds read high; 1 = untreated enzyme, 0 = substrate-free blank. activation factor at 20 µM. 0.34% of 190,000 active;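 active = activation factor of 2 or more at 20 µM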
Target sequence (P34949 whole entry, looked up): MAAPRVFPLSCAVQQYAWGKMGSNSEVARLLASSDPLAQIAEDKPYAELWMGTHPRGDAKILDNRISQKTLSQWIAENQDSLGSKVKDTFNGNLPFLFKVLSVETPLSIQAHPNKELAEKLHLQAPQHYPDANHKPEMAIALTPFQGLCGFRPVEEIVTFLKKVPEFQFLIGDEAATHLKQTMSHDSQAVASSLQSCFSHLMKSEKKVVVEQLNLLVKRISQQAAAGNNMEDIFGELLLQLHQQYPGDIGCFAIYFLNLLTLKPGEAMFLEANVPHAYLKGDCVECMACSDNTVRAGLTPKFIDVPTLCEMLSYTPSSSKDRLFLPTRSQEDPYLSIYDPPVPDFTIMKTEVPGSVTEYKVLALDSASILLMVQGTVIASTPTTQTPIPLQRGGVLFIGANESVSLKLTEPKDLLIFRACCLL
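Technique: Diaphorase-driven resazurin-to-resorufin fluorescence, excitation 544, emission 590 nm | Assay system: Human PMI in coupled enzyme assay | Times: Enzyme reaction with compound 20 min at room temperature | Medium: HEPES-buffered pH 7.4 with magnesium and detergent | Reagent: Mannose-6-phosphate 1.0 mM (near-saturating) plus 0.22 mM NADP+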
TNAP inh hiacc – inhibitors of human TNAP at high phosphate acceptor concentration | 0.03% of 200,000 active | inhibition, % at 20 µM | P05186 | purified TNAP, CDP-star luminescence, 1 M DEA;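 active = over 50% inhibition of tissue-nonspecific alkaline phosphatase at 20 µM in the single-dose screen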;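 also: plate controls were DMSO wells for no effect and EDTA-quenched wells as full inhibition for full effect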
PMI activator – activators of human phosphomannose isomerase; P34949; purified human PMI, coupled resazurin fluorescence, 20 min; active compounds read high; 1 = vehicle control, 0 substrate-free wells; activation factor at 20 µM; 0.005% of 190,000 active; AID 1214;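 active = activation factor of 2 or more at 20 µM, relative to plate controls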
* marks the source's active call; other numbers are inactive results; · = not tested or not shown.

Order of values: FLuc act counter	bIAP activator	TNAP inh no acc	TNAP act hiacc	FLuc inhib CS	NF-kB neuron act	APP 5'UTR act	PMI act hi M6P	TNAP inh hiacc	PMI activator
- N#CCCN1CCN(S(=O)(=O)c2ccc3c(c2)OCCCO3)CC1
    1	1.1	-6	1	-1	1.2	0	0.9	-1	0.9
- O=C(c1ccccc1)N(CCN1CCOCC1)C1(C(=O)Nc2ccccc2)CCCCC1
    1	1	-18	1.1	-2	1.1	11	1	-7	0.9
- Cc1oc(C(=O)O)cc1CSCc1cc(C(=O)O)c(C)o1
    1	1	-13	1	-2	1.2	-9	1	-3	1
- COc1ccc(S(=O)(=O)N2CCN(S(=O)(=O)c3ccc(C(F)(F)F)cc3)CC2)cc1C
    1	1	-3	1	-4	1	-1	1	2	1
- CN(c1nnc(N)s1)C1CCCCC1
    1	0.8	-8	1	-1	1.1	-37	1.1	-2	1.1
- Cc1cccc(C)c1NC(=O)COC(=O)c1c2c(nc3ccccc13)/C(=C\c1ccc3c(c1)OCO3)CCC2
    1.1	1.1	-10	0.9	-8	0.59	14	0.8	8	0.9
- S=C(Nc1ccccc1Cl)NC1CC2CCCC(C1)N2C1CC1 (stereo not given)
    1	1.1	-8	1	5	0.96	2	0.8	2	1
- CCOc1cccc(-c2nc(C(N)=O)c3[nH]c(=O)n(-c4cccc(Cl)c4)c3n2)c1O
    1.1	1.1	-16	1.1	-5	1.1	6	1	-5	0.9
- COc1ccc2nc(SCC(=O)Nc3cc(C)on3)[nH]c2c1
    1.1	1.3	-14	1	-9	1.1	3	0.9	-4	0.9
- CC(C)CC1=C/C(=C/c2ccc(-c3ccccc3)o2)C(=O)O1
    1	0.9	8	1	-1	1.1	8	1.9	4	1.6
- CC(=O)Oc1ccc(/C=N/NS(=O)(=O)c2ccccc2)cc1
    1	1.2	43	1	-4	1.4	10	1	-2	1.1
- COC(=O)c1ccc(NC(=S)NCCc2cccc(C)c2)cc1
    1	0.7	-1	1	0	1.9	2	0.8	3	0.8
- O=C(CSc1nnc(-c2cccs2)o1)N1CCOCC1
    0.9	0.9	-10	1	5	1.5	-2	1	-3	0.9
- C=CCNc1cnn(CC(C)=O)c(=O)c1Br
    1	0.9	-12	1	-4	1.2	-5	0.9	4	1
- O=C(Nc1ccccc1F)c1ccc(S(=O)(=O)NCC2CCCO2)cc1 (stereo not given)
    1.1	0.9	-16	1.1	-9	1.4	13	1	-11	1.1
- COc1ccc(NC(=O)Nc2ccc(F)cc2F)cc1
    0.7	1	-10	1	28	2.8	113	1	-1	1
- Cc1ccc2oc(NC(=O)N3CCOCC3)cc(=O)c2c1
    1.1	1	-1	1	-6	1.1	9	0.9	-5	1
- COc1ccc(CNC(=O)CCCn2nc([N+](=O)[O-])cc2C)cc1
    1.1	0.9	-8	1	-8	1.1	-6	1.1	-2	1.1
- CCC(C)(C)n1nnnc1C(c1ccccn1)N1CCCCC1 (stereo not given)
    1.1	0.9	-7	1	-6	0.92	13	0.9	0	1
- CC(CC(=O)O)CC1=NS(=O)(=O)c2ccccc2N1 (stereo not given)
    1	0.9	-11	1	-1	1.1	-20	1	-2	0.9
- Cc1ccc(S(=O)(=O)/N=C(\Nc2cc(C)on2)c2ccc(Cl)cc2)cc1
    1	1	-4	1	0	1.1	10	1	-1	1
- O=C(NCc1ccc2c(c1)OCO2)c1cc2ccccc2o1
    1	0.5	-10	1	-4	1.3	2	1	-3	1.1
- NC(=O)c1c(NC(=O)CN2CCCC2)sc2c1CCCC2
    1	1.1	-6	1	2	1.6	3	0.8	-2	0.8
- CCOC(=O)c1c(C)oc2c1cc(O)c1ccccc12
    1	1	-6	1	4	3.3*	172*	0.5	-1	0.9
- CCCCc1nc(NCCO)c(C#N)c2c1CCCC2
    1.1	1	-14	1	-10	0.96	-1	0.9	-1	0.9
- COC(=O)c1cc(NC(=O)c2ccc(OC)cc2)c(=O)oc1C
    1	1	-8	1	0	1.3	13	1.2	-1	1.3
- CN(Cc1ccccc1)C(=O)C1CCN(Cc2ccc(F)cc2)CC1
    1.1	0.9	-14	1.1	-8	0.78	-10	1	-6	1
- Cc1ccc(S(=O)(=O)NCCC(=O)NCc2ccco2)cc1
    1.1	1.2	-10	1	-7	1.2	14	1.1	-1	1.2
- Cc1ccn(S(=O)(=O)c2ccc(C(C)(C)C)cc2)n1
    1	0.9	-5	1	-2	0.83	33	1	2	0.8
- Cc1ccc(NC(=S)NCc2ccccn2)cc1
    1	1	-8	1	2	0.89	31	1	3	1

Exported in markdown: part of the list above
| SMILES | FLuc act counter | bIAP activator | TNAP inh no acc | TNAP act hiacc | FLuc inhib CS | NF-kB neuron act | APP 5'UTR act | PMI act hi M6P | TNAP inh hiacc | PMI activator |
| --- | --- | --- | --- | --- | --- | --- | --- | --- | --- | --- |
| COC(=O)c1cc(NC(=O)c2ccc(OC)cc2)c(=O)oc1C | 1 | 1 | -8 | 1 | 0 | 1.3 | 13 | 1.2 | -1 | 1.3 |
| CN(Cc1ccccc1)C(=O)C1CCN(Cc2ccc(F)cc2)CC1 | 1.1 | 0.9 | -14 | 1.1 | -8 | 0.78 | -10 | 1 | -6 | 1 |
| Cc1ccc(S(=O)(=O)NCCC(=O)NCc2ccco2)cc1 | 1.1 | 1.2 | -10 | 1 | -7 | 1.2 | 14 | 1.1 | -1 | 1.2 |
| Cc1ccn(S(=O)(=O)c2ccc(C(C)(C)C)cc2)n1 | 1 | 0.9 | -5 | 1 | -2 | 0.83 | 33 | 1 | 2 | 0.8 |

Later entries.
Order of values: FLuc act counter	bIAP activator	TNAP inh no acc	TNAP act hiacc	FLuc inhib CS	NF-kB neuron act	APP 5'UTR act	PMI act hi M6P	TNAP inh hiacc	PMI activator
- Cn1cnnc1SCC(=O)Nc1ccc2nc(SCc3ccccc3F)sc2c1
    0.9	1.1	-6	1	5	2.9	72	1	-5	0.9
- O=C(CN1CCOCC1)Nc1nc2ccc(Br)cc2s1
    1	1.2	-5	1.1	0	1.5	5	0.9	-6	0.8
- COc1ccccc1NC(=O)CNC(=O)c1ccc(F)cc1
    1	1	-3	0.9	0	1.2	-20	1	5	1
- Cc1nc(SCC(=O)NCC2CCCO2)c2oc3ccccc3c2n1 (stereo not given)
    1.1	0.9	-14	1.1	-6	0.9	-2	0.7	-8	0.9
- COc1ccc(-n2cc(-c3ccccc3)[n+]3c2CCCCC3)cc1
    1	1.2	-6	1	-1	0.68	-5	0.9	0	0.9
- O=C(COc1ccc2ccccc2c1)NNC(=O)c1cnccn1
    1.1	1	-118	1	-6	0.81	-5	0.9	-4	1
- CC(=O)Nc1ccc2c(c1)ncn2C
    1.1	0.9	-13	1	-7	1.4	15	1.1	-5	1
- CCOC(=O)N1CCN(C(=O)CSc2nc3c(cnn3-c3ccccc3)c(=O)[nH]2)CC1
    1	1.1	-18	1.1	-1	0.98	-4	0.9	-7	0.9
- C/C(=N\NC(=O)CSc1nc(C)cc(C)n1)c1cccs1
    1.1	0.8	-10	1	-8	1	-5	0.9	-2	0.9
- COc1ccc(C(=O)Nc2cccc(C)c2)cc1
    0.2	0.7	-10	1.1	77*	6*	142*	0.9	-6	0.8
- CCOc1cc(C(=O)NC)cc(OCC)c1OCC
    1.1	0.9	-14	1.1	-7	1.1	-1	1	-7	1.1
- CS(=O)(=O)N(CC(=O)NCc1ccc2c(c1)OCO2)c1cccc(Cl)c1
    1	1.1	-4	1	-2	1.1	-7	1	1	1
- O=C(Nc1cc2ccccc2oc1=O)c1ccccc1
    0.3	1.1	-12	1.1	67*	2.3	131	1.1	-6	1.2
- Cc1cccc(/C=C(\C(=O)C(=O)O)c2ccc3ccccc3n2)c1
    1	0.9	-9	1	-2	1	25	1	1	1
- O=C(O)c1c[nH]c(=O)c2ccccc12
    1	1	-3	1	0	1.2	0	0.9	1	1
- CSCc1cc(N2CCOCC2)nc(SCc2ccc(Cl)cc2Cl)n1
    1	1	-4	1	-1	0.86	3	1.6	0	1.2
- COc1ccccc1OS(=O)(=O)c1ccc(NC(C)=O)cc1
    1.1	0.9	-6	1.1	-5	1.4	14	1.1	-7	1.1
- Cc1c(Br)c([N+](=O)[O-])nn1CC(=O)N1CCc2ccccc2C1
    1	0.9	-9	1	0	1.4	2	1	-3	1.1
- COc1cc([N+](=O)[O-])ccc1NC(=O)CN1CCCC1
    1	1	-7	1	-1	0.98	0	1	-3	1.1
- CCOP(=O)(OCC)C(C)(C)NC(=O)c1cc([N+](=O)[O-])cc([N+](=O)[O-])c1
    1	0.9	-10	1	-5	0.87	-4	1	-3	0.9
- CCc1cc(-c2n[nH]c(C)c2-c2nc(C)cs2)c(O)cc1OC
    1	1.4	-45	1	-2	1	11	0.8	-5	0.8
- Cc1[nH]c2ccccc2c1/C=N/NC(=O)C1CC1(c1ccccc1)c1ccccc1 (stereo not given)
    1	1	-8	1	-3	0.6	16	0.8	-3	0.9
- O=C(NCCc1c[nH]c2ccccc12)C(=O)NCC(c1cccnc1)N1CCN(c2ccccc2)CC1 (stereo not given)
    1	1	0	1	3	0.34	9	0.8	4	0.8
- O=C(NCc1ccc2c(c1)OCO2)C1CC(=O)N(C2CCCC2)C1 (stereo not given)
    1.1	1	3	1	-10	1.1	0	1.1	-4	1.1
- C#CCONC(=O)c1cc(OCC(F)(F)F)ccc1OCC(F)(F)F
    1.1	1	-1	1.1	-8	1.2	-7	1.1	-6	1.1
- COc1ccc(C2CC(c3ccccc3OC(C)=O)=NN2C(=O)/C=C/c2ccccc2)cc1OC (stereo not given)
    1	0.9	-13	1	-3	0.49	7	0.9	0	0.8
- COc1ccc(CCNC(=O)c2ccc3c(SCC(=O)O)c4c(nc3c2)CCCC4)cc1OC
    1	1	-6	1	-1	0.9	-10	1.5	1	1.4
- CCCSc1cc(NCCOC(C)=O)c([N+](=O)[O-])c2nonc12
    1	1	3	0.9	-2	1.1	5	0.4	7	0.7
- CCn1c(SCC(N)=O)nnc1-c1ccc(OC)c(OC)c1
    1	0.9	-8	1	-2	0.88	3	0.9	0	1
- S=c1[nH]ncn1NCc1ccc(Cl)cc1Cl
    0.9	0.7	29	1	8	1.5	31	0.9	2	0.9
- O=c1c2ccccc2cnn1Cc1cccc(Br)c1
    1	0.9	-4	1	0	0.91	10	·	-3	·
- CCCCCCNC(=O)c1c(O)c2cccc3c2n(c1=O)CCC3
    1.1	0.6	2	1	-8	1.1	2	1.2	-2	1.1
- C=CCNC(=O)CN1CCC(NC(=O)c2ccco2)CC1
    1	1	-3	1	-1	1	-17	1	1	1
- COc1ccc(-[n+]2c(C)cc(/C=C3\Sc4ccccc4N3C)cc2C)cc1
    0.8	0.9	9	0.8	18	5.4*	-83	1	19	1.1
- Cc1ccc2c(c1)C(c1ccccc1)N(C(=O)c1ccc(Br)o1)CC(=O)N2 (stereo not given)
    1	1.1	-8	1	-2	0.62	21	0.9	-1	1
- Cc1c(NC(=O)c2ccccc2NS(=O)(=O)c2ccc(Br)cc2)c(=O)n(-c2ccccc2)n1C
    1.1	1	-1	1.1	-7	0.94	9	1.1	-9	1.1
- Cc1c(NC(=O)/C(C#N)=C/C2CC=CCC2)c(=O)n(-c2ccccc2)n1C (stereo not given)
    1.1	1.1	-13	1.1	-7	1	·	1	-8	1
